RAD54 branch = inhibitors of human RAD54 branch migration, primary screen, biochemical, fluorescence, single point. RAD54 Holliday junction branch migration, FAM/BHQ fluorescence. DNA repair and recombination protein RAD54-like (Homo sapiens), Q92698. inhibition, % at 10.4 µM. hit rate 0.14% among 360,000;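 active = mean normalized replicate activity at least 40 and at least half of replicates scoring 40 or more; inconclusive = only one of the two criteria met; inactive = mean below 40 and under half of replicates reaching 40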;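 also: 0% = median of neutral control wells and 100% = median of positive control wells; inhibitors cause a drop in the FAM fluorescence signal; in these data hits start at about 50%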
RAD52 inh = RAD52 DNA annealing inhibitors, primary screen, biochemical, FRET, single point, set 2; DNA repair protein RAD52 homolog (Homo sapiens), P43351; recombinant RAD52 DNA annealing, FRET fluorescence; inhibition, % at 18.7 µM; hit rate 0.46% among 360,000; AID 651710, 2012;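 active = every replicate showing at least 50% inhibition; inconclusive = mean inhibition at least 50% but not in every replicate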
E-selectin induc = E-selectin induction in HUVECs, primary screen, imaging, HUVEC, immunofluorescence imaging, single point; AID 686992, 2013; normalized: neutral wells 0, TNF-alpha wells 100; hit rate 0.37% among 260,000; P16581; activation, % at 7.58 µM;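 active = mean E-selectin-positive cell signal at least 10% of the positive control, reached in at least 60% of replicates, without over 20% cell loss; inconclusive = no rule given, readout overlaps actives, possibly toxicity-flagged; inactive = the rest, including those meeting only one limit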;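 also: in these data hits start at about 27%; measured in HUVEC primary endothelial cells; signal is the percent of cells scored E-selectin positive by PE staining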
Target sequence (P16581 whole entry, looked up): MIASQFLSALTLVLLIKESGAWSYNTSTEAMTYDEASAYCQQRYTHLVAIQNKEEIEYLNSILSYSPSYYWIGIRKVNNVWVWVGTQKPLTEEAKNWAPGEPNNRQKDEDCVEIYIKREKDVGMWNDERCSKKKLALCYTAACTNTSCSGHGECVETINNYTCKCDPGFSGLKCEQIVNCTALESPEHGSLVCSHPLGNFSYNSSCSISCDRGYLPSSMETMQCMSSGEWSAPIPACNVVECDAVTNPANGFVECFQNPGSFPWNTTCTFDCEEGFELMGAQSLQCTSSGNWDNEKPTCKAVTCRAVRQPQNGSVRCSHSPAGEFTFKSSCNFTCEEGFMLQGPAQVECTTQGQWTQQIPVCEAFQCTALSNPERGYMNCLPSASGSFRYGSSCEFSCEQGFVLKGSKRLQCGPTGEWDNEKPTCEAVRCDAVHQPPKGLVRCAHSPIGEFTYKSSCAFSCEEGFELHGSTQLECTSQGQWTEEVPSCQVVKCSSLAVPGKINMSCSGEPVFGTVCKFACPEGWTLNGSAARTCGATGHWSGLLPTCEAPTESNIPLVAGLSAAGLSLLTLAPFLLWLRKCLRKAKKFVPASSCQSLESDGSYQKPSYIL
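Assay system: HUVEC, human umbilical vein endothelial cells / Amount: 3,000 HUVEC/well / Controls: TNF-alpha positive control, DMSO neutral control / Compound dosing: single concentration / Medium: EGM-2 over gelatin coat / Evaluation: percent E-selectin-positive cells / Signal: immunofluorescence imaging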
DENV2 CPE rescue = inhibitors of DENV2 cytopathic effect, primary screen, cell-based, plate reader, single concentration. DENV2-infected cells, cytopathic effect rescue. CPE inhibition, % at 9.99 µM. hit rate 1.7% among 350,000. AID 651640, 2012; in the data active = CPE inhibition above about 20%, passing the limit was not always enough; inconclusive = no clear call, values can overlap the other calls; tested in BHK-21 cells;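 also: 0% = median of neutral control wells and 100% = median of positive control wells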
CFTR F508del cor = F508del CFTR correction, initial screen, CFBE line, single point; CFBE cells, YFP halide quenching; stimulated with forskolin plus potentiator P3; % fluorescence drop versus neutral controls; activity (quench increase), % at 7.58 µM; hit rate 0.36% among 350,000;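 active = mean added fluorescence quench of at least 8% versus neutral control, with both replicates also reaching 8%; inconclusive = only one of the mean or replicate conditions met; inactive = mean below 8% and not both replicates reaching 8%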;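 also: cells transiently co-express mutant CFTR-F508del with the halide-sensitive YFP; corrector assay measuring rescue of mutant channel to the surface after 24 h compound exposure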
INS-1E GSIS act = GLuc luminescence reporter in INS-1E cells, primary screen for activators of glucose-dependent secretion of insulin | INS-1E GLuc reporter insulin secretion, 2-3 h | activation, % at 16.6 µM | hit rate 0.61% among 370,000 | AID 743287, 2014;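 active = lowest replicate activation of at least 40%, so every replicate reaches that level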;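 also: 0% = median of neutral control wells and 100% = median of IBMX positive control wells; some compounds called inactive have numbers as strong as hits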
Xi reactivation = activators of inactive X chromosome reactivation, primary screen, imaging, XiGFP fibroblasts, GFP high-content imaging, set 2. XiGFP mouse fibroblasts, % GFP-positive cells imaging, 3 d; cells co-treated with 5-aza-dC sensitizer; scaled so ellipticine positive control = 100%. activation, % at 7.58 µM. hit rate 0.055% among 360,000. AID 743238, 2013;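 active = mean normalized replicate activation at least 10% and every replicate at or above 10%; inconclusive = only one of the two criteria met; inactive = mean below 10% and not all replicates reach 10%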;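 also: 0% = median of on-plate neutral control wells and 100% = ellipticine 6 µM median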
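System: 68-5-11 XiGFP fibroblast line | Buffer or medium: DMEM containing 5-aza-dC | Compound: Single point | Times: Compounds 3 days, fix/stain 15 min at room temperature | Benchmarks: Positive control ellipticine, 6 µM final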
CASP6 VEID inh = human caspase-6 inhibitors, primary screen, biochemical, VEID-R110 fluorescence, single point, set 2 | P55212 | purified caspase-6, Z-VEID-R110 cleavage fluorescence | inhibition, % at 12.5 µM | hit rate 0.53% among 350,000 | AID 686996, 2013;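 active = mean inhibition across replicates at least about 35%, with every replicate also reaching that limit, limit read from the data; inconclusive = only one of the two criteria met; inactive = neither criterion met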;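 also: 0% = median of neutral control wells and 100% = no fluorescence left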
Target sequence (P55212 24-179 limits assumed): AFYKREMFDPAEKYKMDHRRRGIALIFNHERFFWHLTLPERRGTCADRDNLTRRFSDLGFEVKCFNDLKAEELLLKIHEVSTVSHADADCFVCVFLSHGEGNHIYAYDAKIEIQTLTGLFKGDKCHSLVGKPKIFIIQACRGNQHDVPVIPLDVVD
Target sequence (P55212 194-293 limits assumed): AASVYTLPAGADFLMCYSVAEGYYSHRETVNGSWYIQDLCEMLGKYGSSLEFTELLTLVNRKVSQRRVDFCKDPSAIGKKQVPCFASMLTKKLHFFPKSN
* marks the source's active call; other numbers are inactive results; u = inconclusive; x = not tested or not shown.

Order of results – INS-1E GSIS act	E-selectin induc	Xi reactivation	RAD54 branch	CASP6 VEID inh	RAD52 inh	DENV2 CPE rescue	CFTR F508del cor
> Cc1cnc(C(=O)OCC(=O)c2c[nH]c3ccccc23)cn1
    0.6	x	-0.1	4.2	5.1	-2.8	-12.3	-3.2
> COc1ccc(CNC(=O)C2CCN(S(=O)(=O)c3ccccc3)CC2)cc1
    -11.9	0.6	0.0	-0.1	0.3	-5.2	-5.4	2.4
> COc1ccc(OC)c(/C=C/C(=O)N2CCCc3ccccc32)c1
    -1.8	8.2	0.0	12.1	4.3	13.9	4.4	0.1
> CC(=O)Nc1ccc(NC(=O)c2nc(-c3ccccc3)oc2C)cc1
    2.4	x	0.0	x	0.2	-9.8	-0.5	-2.7
> O=C(Cc1cccc(NC(=O)C2CCCN(C(=O)CCc3ccccc3)C2)c1)Nc1ccc(C(=O)N2CCOCC2)cc1 (stereo not drawn)
    -1.5	x	-0.2	0.0	8.5	-8.2	u	-0.7
> O=C(O)CC1SC(=O)N(CC(=O)c2ccccc2)C1=O (stereo not drawn)
    -1.8	-0.3	0.0	8.7	-2.6	-10.3	0.5	5.4
> CCN(CC)C(C(=O)NC1CCCCC1)c1ccc(C)cc1 (stereo not drawn)
    10.2	x	0.0	x	-0.4	3.2	14.5	-0.5
> O=S(=O)(c1ccc(=S)[nH]c1)N1CCCC1
    -0.2	-0.4	0.1	-4.4	-0.7	-22.9	4.0	1.6
> O=C(NCCc1ccccc1)c1cccc(NC(=O)c2ccccc2)c1
    -13.9	-0.3	0.0	-0.1	2.2	-18.8	-2.2	-1.4
> O=c1[nH]c(=O)n(-c2cc(Br)c(O)c(Br)c2)cc1Br
    28.6	x	0.0	0.8	0.6	-17.2	11.6	1.3
> CC1Nc2nc(N(C)C)[nH]c(=O)c2NC1C (stereo not drawn)
    x	x	0.1	x	7.0	-18.4	u	x
> COc1ccc2nc(N3CCCC(C(=O)NCCCN4C(C)CCCC4C)C3)sc2c1 (stereo not drawn)
    -1.3	x	0.0	6.8	-12.8	-9.2	8.7	1.0
> Cc1cccc(SCc2noc(C(=O)NC(C)C)c2C(=O)O)c1
    -11.5	-0.3	0.0	3.2	2.2	-24.2	x	1.2
> O=C(O)c1cccc(CSc2nnc(-c3ccco3)o2)c1
    -4.6	x	x	4.0	7.7	-16.8	x	x
> O=C(Cn1ncc2c3ccccc3n(Cc3ccccc3)c2c1=O)NCCCN1CCCC1=O
    -2.7	x	0.0	-7.5	-0.6	-8.1	0.6	0.6
> CCCCOc1ccc(N(CC(=O)NCCOC)C(=O)CCC(=O)Nc2ccccn2)cc1
    -14.4	1.0	0.0	-0.1	0.3	-7.4	-1.8	-1.5
> COc1ccccc1C(=O)NCC(=O)N/N=C/c1cccc(Cl)c1
    5.8	x	0.4	x	1.7	14.4	4.8	0.4
> Cc1cc(C(=O)COC(=O)/C=C/c2cccc(F)c2)c(C)n1C
    6.2	23.9	0.5	-10.0	1.8	-10.5	1.9	-2.1
> COc1cc(NC(=O)c2cc(-c3ccccc3Cl)on2)cc(OC)c1OC
    -8.8	0.9	0.3	-3.1	3.4	-3.1	-3.9	3.3
> CCc1ccc(NC(=O)C(C)OC(=O)c2cc(=O)[nH]c3ccc(S(=O)(=O)Nc4ccc(F)cc4)cc23)cc1 (stereo not drawn)
    4.5	-0.1	-0.1	x	5.2	-8.2	5.0	x
> COc1ccc(S(=O)(=O)Nc2ccc3c(c2)CC(=O)N([C@@H](C)CO)C[C@@H](C)[C@H](CN(C)Cc2ccc(C(=O)O)cc2)O3)cc1
    9.2	-0.2	0.2	x	-1.8	3.9	-6.1	-3.3
> O=C(COC(=O)c1ccc(F)cc1F)Nc1ccc(Cl)cn1
    3.6	-0.7	0.1	4.0	2.7	-12.8	3.2	3.3
> C[C@H]1CCCCO[C@H](CN(C)S(=O)(=O)c2cccs2)[C@@H](C)CN([C@@H](C)CO)C(=O)c2cc(NC(=O)Nc3ccc(C(F)(F)F)cc3)ccc2O1
    7.0	0.5	0.0	-18.9	0.2	-15.6	-3.4	7.2
> CSCCC(N=C1NS(=O)(=O)c2ccccc21)C(=O)N1CCCC(C(N)=O)C1 (stereo not drawn)
    10.0	-0.9	-0.6	3.8	-1.6	-12.4	14.5	-1.7
> C#CCN(C[C@H]1[C@H](OC(=O)NCc2ccc(OC)c(OC)c2)[C@H](OC(=O)NCc2ccc(OC)c(OC)c2)C[C@@H](C(=O)OC)[C@H]1C(=O)OC)S(=O)(=O)c1ccc(C)cc1
    -0.9	-0.1	0.0	-12.3	0.3	-11.2	0.0	-0.3
> O=C(Cn1cnc2c(nnn2-c2ccccc2)c1=O)N1CCCc2ccccc21
    -19.5	0.5	0.0	-1.9	0.9	-1.8	1.6	-1.3
> O=C(NCCS(=O)(=O)NCCc1ccccc1)c1ccccc1
    17.6	0.3	0.0	0.1	-1.6	-10.8	-3.9	0.5
> Nc1c(Cl)cc(C2=NCCn3c2c2ccccc2[n+]3[O-])cc1Cl
    x	-0.1	0.0	-1.2	-5.7	-4.0	x	-0.5
> CNC(=S)NCCc1cc2c(OC)ccc(OC)c2[nH]c1=O
    -5.1	x	0.6	9.2	-1.6	-13.3	1.8	-1.1
> CC(Oc1ccc2c(-c3ccccc3)cc(=O)oc2c1)C(=O)NCC(O)c1ccccc1 (stereo not drawn)
    x	x	x	-4.4	4.2	-10.6	-1.3	1.4
> CCC(=O)N(C)C[C@@H]1Oc2cc(-c3cccnc3)ccc2S(=O)(=O)N([C@H](C)CO)C[C@H]1C
    6.5	0.0	-1.4	4.3	-1.4	0.2	7.1	-0.4
> COCCCNC(=O)C1CCN(c2ncccn2)CC1
    4.0	x	x	-4.6	-2.0	-4.7	x	x
> N#C[C@@H]1[C@H](c2ccccc2-c2cccc(F)c2)[C@H](CO)N1C(=O)C1CC1
    -2.4	0.0	0.0	x	-1.3	14.5	3.9	0.3
> CN(Cc1ccccc1)S(=O)(=O)c1ccc(NC(=O)c2ccccc2C(=O)O)cc1
    4.5	x	0.1	x	1.1	-28.6	15.4	-0.2
> Cc1nn(CC(=O)Nc2cc(S(=O)(=O)N(C)C)ccc2Cl)c(C)c1[N+](=O)[O-]
    2.4	1.2	-0.3	-2.8	x	x	x	x
> COc1ccc([C@H]2CC(=O)C=C(c3cc(C)ccc3OC)C2)cc1
    -15.4	0.7	0.4	-4.9	-0.6	-4.2	-5.8	1.9
> CC(C)C(=O)Nc1ccc2c(c1)C(=O)N(C)[C@H]1CC[C@H](CC(=O)NCCc3ccccc3)O[C@@H]1CO2
    2.2	0.1	0.1	-3.7	x	x	-0.3	1.8
> Cc1ccc(S(=O)(=O)Nc2ccc3c(c2)C(=O)N([C@@H](C)CO)C[C@@H](C)[C@@H](CN(C)Cc2ccc(-c4ccccc4)cc2)O3)cc1
    -37.0	7.1	0.0	-4.8	1.6	41.1	4.5	-0.3
> CC(O)[C@H]1CNC(=O)C(=O)N1CCC12CC3CC(CC(C3)C1)C2 (stereo partly drawn)
    0.0	-0.1	0.0	-16.6	5.0	-7.0	-5.6	-1.4
> Cc1c(C(=O)Nc2ccc3c(c2)OCCO3)oc2ccc(Br)cc12
    x	x	-0.1	1.5	-2.6	-10.6	0.1	1.0
> CCCCCCc1c(C)[nH]c2nc3ccccc3n2c1=O
    -4.3	x	0.3	x	-3.2	-1.4	-2.1	2.4
> CC(C)NC(=O)N(C)C[C@@H]1Oc2cc(-c3ccccc3)ccc2S(=O)(=O)N([C@@H](C)CO)C[C@@H]1C
    -10.2	-0.3	-0.4	-1.7	-0.2	8.3	11.4	0.1
> CC(=O)c1c(C)[nH]c(C(=O)N2CC(C)CC(C)C2)c1C (stereo not drawn)
    3.6	0.1	0.0	-0.6	-0.3	-3.5	6.6	-1.5
> CCCNC(=O)N(C)C[C@@H]1Oc2cc(C#CCC(C)C)ccc2S(=O)(=O)N([C@@H](C)CO)C[C@@H]1C
    -7.6	-0.2	-0.2	-2.8	0.7	24.7	-1.7	3.5
> C[C@H]1CN([C@@H](C)CO)C(=O)c2cc(NC(=O)Nc3ccc(F)cc3)ccc2O[C@H]1CN(C)S(=O)(=O)c1ccc(Cl)cc1
    -8.0	0.1	0.7	1.1	2.3	-6.2	3.0	1.8
> CCC(Sc1ncnc2c1c(-c1ccccc1)cn2-c1ccc(OC)cc1)C(=O)OC (stereo not drawn)
    5.9	0.0	0.1	2.4	-0.9	-4.5	-1.0	x
> CCCNC(=O)N1CC(=O)N2[C@@H](CO)[C@H](c3ccc(C#Cc4ccc(F)cc4)cc3)[C@@H]2C1
    -5.5	0.4	0.2	x	x	-2.7	-10.0	3.3
> O=C(c1cccnc1)N1CC(=O)N2[C@H](CO)[C@H](c3ccc(/C=C/c4ccccc4)cc3)[C@@H]2C1
    -8.4	-0.2	0.1	x	-1.1	3.5	u	0.3
> Cc1ccc2nc3n(c(=O)c2c1)-c1ncccc1C(=O)NC3Cc1ccc(O)cc1 (stereo not drawn)
    x	0.2	0.3	-7.1	5.7	3.0	-11.9	-0.4
> COc1ccccc1NS(=O)(=O)c1cc(C(=O)NCC(c2ccc(F)cc2)N2CCOCC2)ccc1C (stereo not drawn)
    -15.4	0.7	0.1	0.4	-2.6	-14.0	0.3	1.9
> CN(CC1CCCN(CCc2cccc(C(F)(F)F)c2)C1)C(=O)c1ccco1 (stereo not drawn)
    -43.7	0.0	0.2	-4.0	-7.8	-53.8	19.1	-2.0
> CCC1(CC)SC(N)=NC1=O
    -4.8	-0.1	0.7	-4.7	-2.1	-3.5	-3.3	2.4
> CCOc1ccc(NC(=S)N(CCc2c(C)[nH]c3ccc(C)cc23)Cc2ccco2)cc1
    6.5	-0.5	0.0	-4.4	2.9	-50.9	4.7	5.8
> O=C(NCC1CCCO1)c1csc(Nc2cccc3ccccc23)n1 (stereo not drawn)
    x	x	0.0	x	-0.2	-1.5	6.5	1.2
> Cc1cccc(N/N=C/c2ccc(C)s2)c1
    x	0.5	0.1	-1.2	-1.3	7.6	-3.8	2.9
> Cc1[nH]c(=O)c(Cc2ccccc2)c(O)c1C#N
    32.4	-0.1	0.0	2.3	0.2	-16.6	13.3	-2.2
> CCC(=O)Nc1cccc(C2=NOC3(C2)C[C@@H](C(N)=O)N(C(=O)C2(C)CC2)C3)c1 (stereo partly drawn)
    3.2	0.2	-0.1	-3.9	-0.9	-15.7	5.4	-5.0
> Cn1c(NCc2ccccc2F)nc2cc(-c3cccc(C(F)(F)F)c3)sc2c1=O
    30.6	0.0	0.2	-3.9	-2.0	-4.8	-1.8	0.0

Bioassay records deposited in PubChem BioAssay by Broad Institute.
